GAA glycogen: qHTS Assay for Inhibitors and Activators of Human alpha-Glucosidase Cleavage of Glycogen | Lysosomal alpha-glucosidase (Homo sapiens), P10253 | recombinant GAA, glycogen substrate, Amplex Red glucose oxidase fluorescence | Potency, µM (highest dose often 76.4 µM), without a hit: at the top dose activity change, negative = inhibition, usual class: inhibitors | 0.38% of 300,000 active; active means well fitted inhibition curve with a large enough effect; inconclusive means small, poorly fitted or top-dose-only effect, or another doubt; inactive means no such curve, though single readings can be large or run the other way;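 further: 0% = full enzyme reaction and -100% = no-enzyme basal signal; the screen sought inhibitors and activators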
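Recombinant enzyme (4 nM final) with compounds titrated up to 77 uM and bovine liver glycogen (30 ug) in citrate pH 5.0, 0.01% Tween-20, 37 C 40 min. Released glucose detected by Amplex Red/glucose oxidase (Ex 573/Em 610); AC50 from Hill fits.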
Starred values were filed as active, the others as inactive; ? = inconclusive; [ ] = remark or other dose. Potency means the concentration at half of the fitted maximal effect. The list is partial; count on the stated rates, not on these rows.

SMILES	GAA glycogen
CSc1ccc(CN(C)C(=O)c2cc(Cl)c3c(c2)OCCO3)cc1	13%[76.3 µM]
COc1ccccc1N(CC(=O)NCc1ccco1)C(=O)CCC(=O)Nc1ccccn1	-6%[76.3 µM]
Cn1c(=O)c2cc(C(=O)NCCCN3CCN(c4cccc(Cl)c4)CC3)sc2c2ccccc21	17%[76.3 µM]
CCCSc1nc2sc3c(c2c(=O)[nH]1)CC(C)(CC)OC3 (stereo not given)	-3%
Cc1ccc(-c2nnn3c2nc(N2CCC(C)CC2)c2ccccc23)cc1	2%[76.3 µM]
COc1ccc(CNC(=O)CS(=O)Cc2nc(-c3cccc(C)c3)oc2C)cc1 (stereo not given)	11%[76.3 µM]
CCCCOC(=O)c1ccc(Nc2nc3ccc(C)cc3n3cnnc23)cc1	-16%[76.3 µM]
Cc1ccc2occ(CC(=O)Nc3ccc(Cl)c(C(F)(F)F)c3)c2c1	-6%[76.3 µM]
CCCCNc1nc2c(S(=O)(=O)c3ccc(Cl)cc3)nnn2c2ccsc12	16%[76.3 µM]
COc1ccc(-c2noc(CNC(=O)c3cc(OC)c(OC)c(OC)c3)n2)cc1	11%[76.3 µM]
CCN(c1ccccc1)S(=O)(=O)c1nnc(NC(=O)CC(C)C)s1	7%
CCOc1ccc(-c2nc(CN3CCCC(C(=O)N4CCOCC4)C3)c(C)o2)cc1 (stereo not given)	-4%[76.3 µM]
C#Cc1cccc(NC(=O)c2ccc3c(c2)C(=O)N(Cc2cccnc2)C3=O)c1	-4%[76.3 µM]
CCc1ccc(NC(=O)CN2C(=O)C(c3ccc(F)cc3)=NC2(C)C)cc1	-5%[76.3 µM]
COCCCN1CC(=O)N2C(c3cccc(C)c3)c3[nH]c4ccccc4c3C[C@H]2C1=O (stereo not given in full)	-5%
CCOC(=O)c1cccc(N2C(=O)C3C4C=CC(CC4)C3C2=O)c1 (stereo not given)	3%
CN(Cc1ccccc1)S(=O)(=O)c1ccc(OCC(=O)NCc2ccncc2)cc1	3%
CCOC(=O)C1CCCN(CCC(=O)Nc2ccc(Br)c(C)c2)C1 (stereo not given)	0%[76.3 µM]
COc1cccc(/C=C2/C(=O)NN(c3ccccc3)C2=O)c1	-4%
CS(=O)(=O)N1CCC(C(=O)Nc2cccc(Cl)c2Cl)CC1	-7%[76.3 µM]
CCOC(=O)c1cc2c(=O)n3ccccc3nc2n(CC2CCCO2)c1=NC(=O)c1cccc(C)c1 (stereo not given)	19%[76.3 µM]
COc1ccc(NC(=O)C(NS(=O)(=O)c2cccc3nsnc23)C(C)C)cc1 (stereo not given)	15%[76.3 µM]
Cc1ccc(NC(=O)COc2ccccc2)c(NC(=O)c2ccco2)c1	-10%[76.3 µM]
CCn1c(=O)sc2cc(NC(=O)c3cccc(OC)c3)ccc21	-2%[76.3 µM]
O=[N+]([O-])c1cccc(S(=O)(=O)NCCCn2ccnc2)c1	-4%[76.3 µM]
CC(C)C(C(=O)NCc1ccco1)N(Cc1ccco1)C(=O)CNS(=O)(=O)c1ccccc1 (stereo not given)	0%
O=C(Nc1cc(-c2nc3cc(Cl)ccc3o2)ccc1Cl)c1cccc2ccccc12	-20%[76.3 µM]
COCCNC(=O)c1c(NC(=O)c2cc(=O)c3cc(Cl)ccc3o2)sc2c1CCCC2	-5%[76.3 µM]
OCCCNc1cc(-c2ccccc2)nc2cc(-c3ccc(F)cc3)nn12	-9%[76.3 µM]
CCOc1ccccc1NC(=O)C(C)SCc1ccccc1 (stereo not given)	-2%[76.3 µM]
Nc1c(-c2cccc(Cl)c2)cnn1-c1ccccc1	0%
O=C(Nc1cccc(Cl)c1)NC1CC2CCC1C2 (stereo not given)	10%[76.3 µM]
COCCN(C(=O)COC(=O)c1ccc(C=O)cc1)c1c(N)n(Cc2ccccc2)c(=O)[nH]c1=O	-5%[76.3 µM]
O=C(Cc1cccc(C(F)(F)F)c1)Nc1ccccc1N1CCCC1	3%[76.3 µM]
CC1=Nc2cc(C(=O)NCCN3CCOCC3)ccc2Sc2c(C)ccc(C)c21	-2%[76.3 µM]
COc1ccc(NC(=O)CCc2ccc(OC)c(OC)c2)cn1	-1%
O=C(NCc1ccccc1)C(c1ccco1)N(C(=O)c1csnn1)c1ccccc1F (stereo not given)	-1%[76.3 µM]
COc1cccc(C2C(C(=O)Nc3ccc(Cl)cc3)=C(C)Nc3c(C(=O)Nc4ccccc4)cnn32)c1OC (stereo not given)	-26%[76.3 µM]
CCCNC(=O)Cn1c(=O)oc2cc(S(=O)(=O)N3CCCC3)ccc21	-9%[76.3 µM]
COc1ccccc1NC(=O)CSc1nnc(NC(=O)c2ccco2)s1	-10%[76.3 µM]
Cc1ccc(S(=O)(=O)c2nnn3c2nc(NCc2ccccc2Cl)c2sccc23)cc1	24%[76.3 µM]
COc1ccc(O)c(C(=O)c2cnn(-c3ccc(Cl)cc3)c2)c1	5%
CC(C)CS(=O)(=O)c1oc(-c2ccc(F)cc2)nc1S(=O)(=O)c1ccccc1	5%[76.3 µM]
O=C(Nc1ccc(NC(=O)c2cccs2)cc1)c1ccccc1	-2%
CCn1c(=N)c(C(=O)NCc2cccnc2)cc2c(=O)n3cc(C)ccc3nc21	16%[76.3 µM]
O=C(Nc1ccc2ccccc2c1)c1ccccc1F	0%[76.3 µM]
CCN(c1ccccc1)c1nnc(NC(=O)Nc2cccc(Br)c2)s1	10%[76.3 µM]
COc1ccccc1N1CCN(C(=O)c2cccc(N3C(=O)NC4CC3(C)Oc3c(OC)cccc34)c2)CC1 (stereo not given)	-10%[76.3 µM]
COc1ccc(CCN2C(=O)CSC2c2ccc(F)cc2)cc1 (stereo not given)	-4%
CCc1cccc(NC(=O)Nc2ccc3c(c2)N(C)C(=O)c2ccccc2S3)c1	8%[76.3 µM]
CCCC(=O)Nc1cccc(Oc2ccc3c(c2)C(=O)NC3=O)c1	-9%[76.3 µM]
Cc1c(CCC(=O)O)c(=O)oc2cc(OCc3cccc(Cl)c3)ccc12	-4%
CCCCN(CCCC)CCCNC(=O)c1ccc2nc(N3CCCCC3)sc2c1	-8%[76.3 µM]
COc1cccc(NC(=O)CN(C)C(=O)CCc2nc3sc4c(c3c(=O)[nH]2)CCCC4)c1	0%[76.3 µM]
COc1ccc(-c2nc(CS(=O)CC(=O)NC3CCCCC3)c(C)o2)cc1OC (stereo not given)	1%[76.3 µM]
COC(=O)c1cc2occc2n1Cc1nc(-c2cccc(Br)c2)oc1C	16%[76.3 µM]
CC1(C)Oc2ccc3ccc(=O)oc3c2/C(=N/O)C1=O	-5%
O=C1CSC(=S)N1c1cccc(Br)c1	1%
Cc1ccc(NC(=O)c2cc(-c3ccccc3O)n[nH]2)cc1Cl	5%
Cc1ccc(-n2c(=O)[nH]c3cc(C(=O)NCc4ccccc4)ccc3c2=O)cc1	1%[76.3 µM]

(cont.)
SMILES	GAA glycogen
CCN(c1ccccc1C(=O)O)S(=O)(=O)c1cccc2nsnc12	1%
O=C(NCC(=O)N(c1ccc(F)cc1)C(C(=O)NC1CCCCC1)c1cccnc1)c1ccco1 (stereo not given)	-7%[76.3 µM]
COc1ccccc1NC(=O)CCn1nc(-c2ccccc2)c2ccccc2c1=O	-5%[76.3 µM]
Cc1cccc2c(=O)oc(-c3ccccc3Cl)nc12	16%[76.3 µM]
CCCC(=O)N(Cc1cc(=O)[nH]c2ccccc12)c1ccc(OC)cc1	-8%
CC(=O)Oc1ccc(C(=O)Nc2ccc(C3(C#N)CCCC3)cc2)cc1	-1%[76.3 µM]
COc1ccccc1-c1cn[nH]c1-c1ccc(O)cc1O	1%
CCOC(=O)c1c(C)oc2ncnc(Nc3ccc(CC)cc3)c12	6%[76.3 µM]
CN(C)S(=O)(=O)N1CCC(Oc2cccc(C(=O)N3CCSCC3)c2)CC1	-3%[76.3 µM]
Cc1cc(=O)n2nc(N3CCC(C(=O)Nc4ccc(C(C)C)cc4)CC3)sc2n1	-4%[76.3 µM]
O=C(CCN1C(=O)/C(=C/c2ccccc2F)SC1=S)N[C@@H](CO)Cc1ccccc1	-11%[76.3 µM]
COc1ccc(O)c(/C=N/NC(=O)CCC(=O)Nc2ccc(C)cc2)c1	4%
Cc1ccc(NC(=O)CCCc2nnc3n(C)c(=O)c4sccc4n23)cc1F	-15%[76.3 µM]
COc1cc(Cn2nnc3ccccc32)cc(Br)c1O	-22%[76.3 µM]
COc1cccc(CN2c3ccccc3-c3nc(SCC(=O)Nc4cccc(C)c4)ncc3S2(=O)=O)c1	11%[76.3 µM]
CCc1ccc(OCC(O)Cn2c(N3CCCCC3)nc3c2c(=O)[nH]c(=O)n3C)cc1 (stereo not given)	2%[76.3 µM]
CCCc1nc2ccc(N)cc2c(=O)n1Cc1ccccc1Cl	13%[76.3 µM]
CCOc1ccc(N(CC(=O)NCc2ccc(OC)cc2)S(=O)(=O)c2c(C)[nH]c(=O)[nH]c2=O)cc1	-13%[76.3 µM]
Cc1ccc(NC(=O)c2c(C)nc3sc(C(=O)Nc4ccc(F)cc4)c(N)c3c2-c2ccc(C)o2)c(C)c1	12%[76.3 µM]
CCOC(=O)CNC(=O)OC1CCN2Cc3ccccc3N=C12 (stereo not given)	2%
CCOc1cc(C(=O)N/N=C/c2ccoc2)cc(OCC)c1OCC	-11%[76.3 µM]
Cc1ccc(NC(=O)CCCC(=O)O)c(-c2nc3ccccc3[nH]c2=O)c1	-2%[76.3 µM]
COc1cc(C(=O)O[C@H]2CC(C)=CC[C@@]3(C)CC[C@@](O)(C(C)C)[C@H]23)ccc1O	-15%
CCc1cc2c(Nc3ccccc3O)nc(C)nc2s1	-18%[15.3 µM]
CCOC(=O)C1(CCOC)CCN(Cc2cc3ccccc3s2)CC1	7%[76.3 µM]
Cc1ccc(S(=O)(=O)Nc2nc3n(n2)C(c2ccc(Cl)cc2)C=C(c2ccccc2)N3)cc1 (stereo not given)	1%[76.3 µM]
COc1ccc(C(=O)NCc2ccc(C(=O)O)o2)cc1	20%[76.3 µM]
COc1ccccc1CNC(=O)C1Cc2cc(S(=O)(=O)N3CCCCC3)ccc2N1C(C)=O (stereo not given)	-13%[76.3 µM]
COc1cc(Cl)ccc1OCc1cc(C(=O)N(C)Cc2cn(C)nc2C)no1	0%[76.3 µM]
CC(C)CN(c1ccccc1)S(=O)(=O)c1nnc(NC(=O)C(C)C)s1	0%
Cc1c(C(=O)NC2CCCc3ccccc32)cccc1[N+](=O)[O-] (stereo not given)	-2%
C=CCOc1ccccc1/C=N/NC(=O)Cc1ccccc1	12%[76.3 µM]
CCc1ccc(CN(Cc2ccco2)C(=O)c2cc(-c3ccc(C)c(F)c3)on2)cc1	1%[76.3 µM]
CCN1CCN(C(=O)c2ccc(C)c(S(=O)(=O)Nc3cccc(C)c3)c2)CC1	3%[76.3 µM]
Cc1ccc(C)c(NC(=O)Cn2ncc3c(C)n(Cc4ccc(F)cc4)c(C)c3c2=O)c1	0%[76.3 µM]
Cc1c(C)c2c(OCC(=O)NCc3ccco3)cc3c(c2oc1=O)CCC(C)(C)O3	1%[76.3 µM]
COc1ccc(C)cc1NC(=O)CN(C)S(=O)(=O)c1ccc2c(c1)c(=O)n(C)c(=O)n2C	?
CC(C)[C@@H](C(=O)NCc1ccco1)N1C(=O)N2CCc3c([nH]c4ccccc34)[C@@]2(C)C1=O	-13%[76.3 µM]
CCOc1ccc(CCNC(=O)c2ccc3c(=O)[nH]c4c(C(=O)NC(C)C)sc(=S)n4c3c2)cc1	2%[76.3 µM]
COc1cccc(CN2CC(C(=O)NCc3cnn(C)c3)CCC2=O)c1 (stereo not given)	-7%[76.3 µM]
Fc1ccc2c(c1)-c1c(cnc3cc(-c4ccc(Cl)cc4)nn13)CO2	8%[76.3 µM]
Cc1cccc(NC(=O)CSc2nc(N)c(NC(=O)c3ccccc3F)c(=O)[nH]2)c1	-3%[76.3 µM]
COc1ccc(CNC(=O)c2c3c(nc4ccccc24)C(=O)N(C2CCCCC2)C3)c(OC)c1	17%[76.3 µM]

Among those listed so far, these contain a thiophene ring, fused or not:
SMILES	GAA glycogen
Cn1c(=O)c2cc(C(=O)NCCCN3CCN(c4cccc(Cl)c4)CC3)sc2c2ccccc21	17%[76.3 µM]
CCCSc1nc2sc3c(c2c(=O)[nH]1)CC(C)(CC)OC3 (stereo not given)	-3%
CCCCNc1nc2c(S(=O)(=O)c3ccc(Cl)cc3)nnn2c2ccsc12	16%[76.3 µM]
COCCNC(=O)c1c(NC(=O)c2cc(=O)c3cc(Cl)ccc3o2)sc2c1CCCC2	-5%[76.3 µM]
Cc1ccc(S(=O)(=O)c2nnn3c2nc(NCc2ccccc2Cl)c2sccc23)cc1	24%[76.3 µM]
O=C(Nc1ccc(NC(=O)c2cccs2)cc1)c1ccccc1	-2%
COc1cccc(NC(=O)CN(C)C(=O)CCc2nc3sc4c(c3c(=O)[nH]2)CCCC4)c1	0%[76.3 µM]
Cc1ccc(NC(=O)CCCc2nnc3n(C)c(=O)c4sccc4n23)cc1F	-15%[76.3 µM]
Cc1ccc(NC(=O)c2c(C)nc3sc(C(=O)Nc4ccc(F)cc4)c(N)c3c2-c2ccc(C)o2)c(C)c1	12%[76.3 µM]
CCc1cc2c(Nc3ccccc3O)nc(C)nc2s1	-18%[15.3 µM]
CCOC(=O)C1(CCOC)CCN(Cc2cc3ccccc3s2)CC1	7%[76.3 µM]
